Compound activity as filed in PubChem.
PMI activator: activators of human phosphomannose isomerase; P34949; purified human PMI, coupled resazurin fluorescence, 20 min; hits give high values; 1 = vehicle control, 0 substrate-free wells; activation factor at 20 µM; 190,000 compounds, 0.005% hits;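 active = activation factor of 2 or more at 20 µM, relative to plate controls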
Target sequence (P34949 whole entry, looked up): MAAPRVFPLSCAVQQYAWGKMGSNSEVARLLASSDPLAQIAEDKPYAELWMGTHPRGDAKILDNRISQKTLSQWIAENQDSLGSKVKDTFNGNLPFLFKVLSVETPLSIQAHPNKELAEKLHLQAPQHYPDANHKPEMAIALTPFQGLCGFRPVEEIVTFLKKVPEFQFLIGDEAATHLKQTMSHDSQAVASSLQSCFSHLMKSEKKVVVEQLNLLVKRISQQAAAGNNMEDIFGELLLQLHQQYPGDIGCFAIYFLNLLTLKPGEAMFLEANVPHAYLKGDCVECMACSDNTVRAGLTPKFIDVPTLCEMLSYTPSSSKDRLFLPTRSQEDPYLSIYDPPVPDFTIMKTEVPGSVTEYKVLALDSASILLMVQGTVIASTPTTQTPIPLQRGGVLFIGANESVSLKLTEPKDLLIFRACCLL
TNAP inh hi DEA: TNAP (human) inhibition, high acceptor; P05186; purified TNAP, CDP-star luminescence, 1 M DEA; inhibition, % at 20 µM; 200,000 compounds, 0.03% hits;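 active = over 50% inhibition of tissue-nonspecific alkaline phosphatase at 20 µM in the single-dose screen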;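 also: plate controls were DMSO wells for no effect and EDTA-quenched wells as full inhibition for full effect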
Target sequence (P05186 whole entry, looked up): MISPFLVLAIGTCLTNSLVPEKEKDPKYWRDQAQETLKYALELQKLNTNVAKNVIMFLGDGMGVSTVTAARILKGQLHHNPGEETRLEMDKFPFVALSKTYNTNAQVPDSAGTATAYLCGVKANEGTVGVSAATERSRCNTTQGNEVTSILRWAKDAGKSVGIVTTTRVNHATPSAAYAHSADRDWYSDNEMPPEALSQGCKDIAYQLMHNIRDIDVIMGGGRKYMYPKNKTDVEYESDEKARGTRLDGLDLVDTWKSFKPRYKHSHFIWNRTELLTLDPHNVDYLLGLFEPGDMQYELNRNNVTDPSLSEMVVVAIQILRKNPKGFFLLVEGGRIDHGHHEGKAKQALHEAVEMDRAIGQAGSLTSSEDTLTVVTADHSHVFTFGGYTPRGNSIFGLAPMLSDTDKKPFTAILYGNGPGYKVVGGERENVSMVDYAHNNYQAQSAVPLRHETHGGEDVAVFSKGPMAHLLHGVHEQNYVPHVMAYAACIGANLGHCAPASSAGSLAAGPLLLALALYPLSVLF
TNAP inh no acc: blocks human TNAP activity with no phosphate acceptor present. P05186. purified TNAP, CDP-star luminescence, 30 min. inhibition, % at 20 µM. 200,000 compounds, 0.26% hits. AID 1012;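 active = tissue-nonspecific alkaline phosphatase inhibition above about 50% at 20 µM in the single-dose screen, limit read from the data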;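 also: 0% = DMSO negative control and 100% = EDTA positive control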
Diaph inh CS: inhibits diaphorase or chemically oxidizes, flagging diaphorase assay artifacts; diaphorase resazurin-to-resorufin fluorescence, NADH, 16 min; bacterial (C. kluyveri) enzyme, not human; inhibition, % at 20 µM; 190,000 compounds, 0.69% hits;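 active = primary screen inhibition at 20 µM above a set limit, cut at about 50% in these data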;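 also: plate controls were DMSO with full reaction for no effect and wells lacking NADH for full effect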
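material = Clostridium kluyveri diaphorase enzyme | amount = 0.14 U/mL diaphorase, enzyme working solution | schedule = incubation 16 min, room temperature | detection = fluorescence of resorufin formed from resazurin, Ex 544/Em 590 nm | benchmarks = positive control minus NADH, DMSO neutral control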
bIAP inh: blocks bovine intestinal alkaline phosphatase activity; purified bovine IAP, CDP-star luminescence, 30 min; inhibition, % at 20 µM; 190,000 tested, under 10 active;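 active = over 50% inhibition of intestinal alkaline phosphatase at 20 µM in the single-dose screen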
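test system = bovine IAP enzyme | medium = DEA buffer 100 mM, pH 9.8, with MgCl2 1.0 mM, ZnCl2 0.02 mM | detection = luminescence | dosing = single compound dose of 20 µM, 2% DMSO final | incubation = 30 min reaction at room temperature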
TNAP act hiacc: increases human TNAP activity under high phosphate acceptor concentration | P05186 | purified TNAP, CDP-star luminescence, 1 M DEA, 30 min; hits give high values; 0 = EDTA background, 1 = DMSO-only activity | activation factor at 20 µM | 200,000 tested, under 10 active | AID 1136;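 active = activation factor at least 2 at 20 µM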
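Test system – human TNAP · Doses – 20 µM single point · Incubation – 30 min, room temperature · Signal – luminescent substrate turnover signal · Read-out basis – activation factor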
bIAP act: increases bovine intestinal alkaline phosphatase activity. purified bovine IAP, CDP-star luminescence, 30 min; hits give high values; fold of DMSO-control signal, blank-subtracted. activation factor at 20 µM. 200,000 compounds, 0.17% hits. AID 1016;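 active = activation factor of 2 or more at 20 µM, a signal rise over negative controls twice the positive control's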
L major viab: reduces viability of Leishmania major promastigotes; resazurin fluorescence viability; 200,000 compounds, 9% hits; AID 1063; inhibition, % at 10 µM; in the data active = inhibition above about 50%;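 also: promastigotes grown with compound for 44 hours at 28 °C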
Diaph act CS: counter-screen for diaphorase-based assays: diaphorase activators and chemical reducers; activation factor at 20 µM; Diaphorase/resazurin coupled assay, resorufin fluorescence, 16 min; hits give high values; 1 = vehicle wells, 0 = NADH-free wells; 190,000 compounds, 0.005% hits;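 active = diaphorase activity raised at least twofold by the compound at 20 µM; inactive = activation factor below 2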
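test system = bacterial diaphorase enzyme (C. kluyveri) | quantity = enzyme 0.07 U/mL final | reagent = NADH substrate 0.114 mM plus resazurin dye 0.1 mM, final | incubation = 16 min enzyme reaction, ambient temperature | buffer or medium = HEPES pH 7.4 buffer with MgCl2 and Tween 20 | signal = fluorescence of resorufin, 544 nm excitation, 590 nm emission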
PMI act hi M6P: activators of human phosphomannose isomerase at near-saturating mannose 6-phosphate | P34949 | coupled PMI enzyme assay, resazurin fluorescence, 20 min; hits give high values; 1 = untreated enzyme, 0 = substrate-free blank | activation factor at 20 µM | 190,000 compounds, 0.34% hits | AID 1216;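 active = activation factor of 2 or more at 20 µM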
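Technique: Diaphorase-driven resazurin-to-resorufin fluorescence, excitation 544, emission 590 nm | Assay system: Human PMI in coupled enzyme assay | Times: Enzyme reaction with compound 20 min at room temperature | Medium: HEPES-buffered pH 7.4 with magnesium and detergent | Reagent: Mannose-6-phosphate 1.0 mM (near-saturating) plus 0.22 mM NADP+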
An asterisk follows results filed as active; . = no result given.

SMILES	PMI activator	TNAP inh hi DEA	TNAP inh no acc	Diaph inh CS	bIAP inh	TNAP act hiacc	bIAP act	L major viab	Diaph act CS	PMI act hi M6P
COc1ccc(C2Nc3ccccc3C(=O)N2c2ccc(C)cc2)cc1COc1ccccn1 (centres undefined)	0.8	-5	-11	25	5	1.1	1	-1	0.8	0.9
C=CCn1c(SCC(=O)Nc2cc(C)ccc2OC)nnc1-c1ccco1	1	-7	-1	18	-1	1.1	1	6	0.8	1
CC(C1CC1)N(Cc1ccccc1)C(=S)Nc1cccc(C(F)(F)F)c1 (centres undefined)	0.9	-6	-14	12	-3	1.1	1	88*	0.9	0.9
CC1CCCCC1NC(=O)Cn1ncc2ccccc21 (centres undefined)	0.9	1	-8	12	10	1	0.9	-6	0.9	0.9
O=C(Nc1cc(C(F)(F)F)ccc1Cl)C(Sc1cccc[n+]1[O-])c1ccccc1 (centres undefined)	1	-5	-12	25	22	1.1	0.8	4	0.7	0.9
Cc1ccccc1-n1cc(CNC(=O)CC2C(=O)NCCN2C/C=C/c2ccccc2)cn1 (centres undefined)	0.8	-3	-13	10	-4	1	1	-1	0.9	1
O=C(O)CCn1c(=O)[nH]c(=O)n(CCC(=O)O)c1=O	1	-1	-11	4	1	1	1	-3	1	1
Cc1ccc(CN(C(=O)Cn2nnc3ccccc32)C(C(=O)NCc2ccco2)c2ccc(C)o2)cc1 (centres undefined)	1	-6	-9	13	9	1.1	0.9	-2	0.9	1
CC(C)(C)NC(=O)NC(=O)CSc1nnc(-c2ccccc2F)n1N	0.9	0	-1	18	10	1	0.9	-3	0.8	0.9
COc1ccc(CN2CCC(N(CCc3ccccc3)Cc3ccccc3)CC2)c(OC)c1	1.1	-4	-9	0	10	1	0.9	94*	1	1
CCc1cccc(C)c1NC(=O)C1CC=CCC1C(=O)O (centres undefined)	1.1	-3	-6	-14	-2	1	1	-3	1.1	1.1
Cc1ccc(S(=O)(=O)N/N=C/c2c(F)cccc2Cl)cc1	1.4	1	-14	10	0	1	1	-3	0.9	1.1
CC(=O)c1c(C)[nH]c(C(=O)OCC(=O)c2c(N)n(C)c(=O)n(C)c2=O)c1C	0.9	1	-3	4	-17	1	1.2	-8	1	0.9
CCOc1ccc(OCCn2nnc3ccccc3c2=O)cc1	0.9	-6	-19	14	-2	1.1	1	-3	0.9	1
O=C(Nc1ccc(N2CCOCC2)c(F)c1)c1ccncc1	1	-7	-6	-14	8	1.1	0.9	-3	1.1	1
Cc1ccc(C)c(-n2ccnc2SCC(=O)O)c1	1.1	-3	-11	-1	-8	1	1.1	0	1	1.1
O=[N+]([O-])c1ccc2ncnc(Nc3ccc4c(c3)OCCO4)c2c1	1	1	-4	-12	-3	1	1	-1	1.1	1
CC(=O)Nc1ncc(Cc2cccc(Cl)c2Cl)s1	1	-5	-7	-10	-28	1	1.3	4	1.1	1.1
COc1c(/C=N/Nc2nc(N3CCCCC3)nc(N3CCCCC3)n2)cccc1[N+](=O)[O-]	1	-5	8	-5	8	1	0.9	40	1	1
CCOC(=O)c1sc2nc(CSc3ccccc3)nc(NCCN(C)C)c2c1C	1.1	7	3	-20	-9	0.9	1.1	93*	1.2	1.1
Cc1ccc(NC(=O)CN2C(=O)S/C(=C\c3cccn3C)C2=O)cc1	0.9	6	3	4	2	0.9	1	-6	1	0.9
CCOC(=O)c1c(C)[nH]c(C)c1C(=O)CSc1nc2ccccc2[nH]1	0.9	-3	-4	13	4	1	1	-2	0.9	0.9
c1ccc(Cn2nnnc2CN2CCOCC2)cc1	0.9	0	-3	7	1	1	1	-4	0.9	1
O=C(Nc1nc2ccccc2s1)C1CC(=O)N(c2ccc(Cl)cc2)C1 (centres undefined)	0.9	-6	-24	21	16	1.1	0.8	-5	0.8	0.9
Cc1n[nH]c(C)c1S(=O)(=O)N1CCCC(C(=O)NCc2cccs2)C1 (centres undefined)	0.9	-1	42	12	13	1	0.9	0	0.9	0.9
Fc1cccc(-c2cc3nc(-c4ccccc4)cc(N4CCC5(CC4)OCCO5)n3n2)c1	1	-4	-4	26	10	1	0.9	36	0.7	1
O=C(c1ccccc1)c1ccccc1N/C=C/c1nnnn1-c1ccccc1	1	-1	-5	6	6	1	0.9	54*	0.9	1
Cc1cc(N)n(-c2ccc(C)c(C)c2)n1	1.2	1	1	4	-6	1	1.1	-2	1	1.1
CC(=O)Oc1ccc2c(c1)OC(c1ccccc1)CC21CC(C)(C)NC(=O)N1 (centres undefined)	1	0	-2	17	0	1	1	5	0.8	0.9
c1csc(C2Nc3cccc4cccc(c34)N2)c1	0.9	6	-12	62*	14	0.9	0.9	8	0.4	0.9
COCCCNC(=O)c1c[nH]c2ccc(S(=O)(=O)N3CCc4ccccc43)cc2c1=O	1.3	-6	0	-3	1	1.1	1	2	1	1.2
C=CCn1cnc2c(c1=O)c1nc3ccccc3nc1n2-c1ccccc1	0.8	-2	-6	22	6	1	0.9	.	0.8	0.9
Cc1ccc(C)c(N2CCN(C(=O)C3CCN(c4nnc(N5CCCC5=O)s4)CC3)CC2)c1	1.1	-4	-18	-5	-13	1	1.1	0	1	1.1
CCN(CC)S(=O)(=O)c1ccc2oc(C(=O)O)c(C)c2c1	0.9	-3	-11	19	7	1	0.9	-8	0.8	1
O=C(COC(=O)c1ccccn1)Nc1ccccc1Cl	1.1	1	-7	-8	11	1	0.9	-2	1.1	1.2
O=C(O)C1(c2cccc(Cl)c2)CCC1	1	-9	-14	24	3	1.1	1	-5	0.8	0.9

Whole records as entered above.
O=C(COC(=O)c1ccccn1)Nc1ccccc1Cl reads PMI activator: 1.1; TNAP inh hi DEA: 1; TNAP inh no acc: -7; Diaph inh CS: -8; bIAP inh: 11; TNAP act hiacc: 1; bIAP act: 0.9; L major viab: -2; Diaph act CS: 1.1; PMI act hi M6P: 1.2
O=C(O)C1(c2cccc(Cl)c2)CCC1 reads PMI activator: 1; TNAP inh hi DEA: -9; TNAP inh no acc: -14; Diaph inh CS: 24; bIAP inh: 3; TNAP act hiacc: 1.1; bIAP act: 1; L major viab: -5; Diaph act CS: 0.8; PMI act hi M6P: 0.9
C=CCn1cnc2c(c1=O)c1nc3ccccc3nc1n2-c1ccccc1 reads PMI activator: 0.8; TNAP inh hi DEA: -2; TNAP inh no acc: -6; Diaph inh CS: 22; bIAP inh: 6; TNAP act hiacc: 1; bIAP act: 0.9; L major viab: .; Diaph act CS: 0.8; PMI act hi M6P: 0.9

The results go on.
SMILES	PMI activator	TNAP inh hi DEA	TNAP inh no acc	Diaph inh CS	bIAP inh	TNAP act hiacc	bIAP act	L major viab	Diaph act CS	PMI act hi M6P
Nc1nc(Cl)cc(Sc2ccc3ccccc3c2)n1	0.9	-1	-8	4	11	1	0.9	0	1	1
CC(C)n1c(O)c(N=Nc2ccc(Cl)nn2)c2ccccc21	0.9	6	7	37	49	0.9	0.5	0	0.6	0.9
CCOC(=O)N1CCC(NS(=O)(=O)c2ccc3c(c2)C(C)(C)C(=O)N3C)CC1	1.1	-2	-9	0	0	1	1	0	1	1
O=C(Nc1ccc(OC(F)(F)C(F)F)c(NC(=O)c2cccc(F)c2)c1)c1cccc(F)c1	0.9	-4	-19	5	-4	1	1	-5	0.9	1.1
Cn1c(Cn2c(=O)sc3ccccc32)nnc1SCC(=O)NCc1ccccc1Cl	0.9	0	-2	5	2	1	1	22	0.9	1
Cn1c(=O)c(Oc2ccc(Cl)cc2)c(O)c2ccccc21	0.9	-1	-8	17	-11	1	1.1	-8	0.8	0.8
CCOC(=O)c1[nH]c2ccc(OC)cc2c1NC(=S)N1CCN(c2ccccn2)CC1	0.9	-7	-23	28	5	1.1	1	54*	0.7	0.8
COc1ccc(Br)cc1/C=N/NC(=O)c1cc(Br)ccc1O	1.1	-5	-11	13	-4	1.1	1	-8	0.9	1.3
COC(C(=O)Nc1ccc(Cl)cc1C)c1ccccc1 (centres undefined)	1	-6	-9	6	17	1.1	0.8	-8	0.9	1
O=C(c1cc2ccccc2o1)n1nnc2ccccc21	1	-4	-9	13	1	1	1	-10	0.9	0.9
CCCC(=O)C1=C(O)C(C(=O)OC)C(C)(C)CC1=Nc1ccc(N)cc1 (centres undefined)	1	-9	-9	14	14	1.1	0.9	6	0.9	1
COC(=O)c1nn(-c2ccccc2)c(Cl)c1/C=N/OCc1ccc(Cl)cc1Cl	0.9	-1	-3	12	9	1	0.9	1	0.9	1

An excerpt of the results above, for reference:
SMILES	PMI activator	TNAP inh hi DEA	TNAP inh no acc	Diaph inh CS	bIAP inh	TNAP act hiacc	bIAP act	L major viab	Diaph act CS	PMI act hi M6P
CCCC(=O)C1=C(O)C(C(=O)OC)C(C)(C)CC1=Nc1ccc(N)cc1 (centres undefined)	1	-9	-9	14	14	1.1	0.9	6	0.9	1
COC(=O)c1nn(-c2ccccc2)c(Cl)c1/C=N/OCc1ccc(Cl)cc1Cl	0.9	-1	-3	12	9	1	0.9	1	0.9	1

The list continues.
SMILES	PMI activator	TNAP inh hi DEA	TNAP inh no acc	Diaph inh CS	bIAP inh	TNAP act hiacc	bIAP act	L major viab	Diaph act CS	PMI act hi M6P
CCC(Oc1ccccc1)C(=O)N1CC(C)CC(C)C1 (centres undefined)	0.9	-5	-13	9	4	1	1	-2	0.9	0.9
FC(F)(F)c1cccc(NC(=S)NNC(=S)NCc2ccccc2)c1	0.8	-3	-88	-2	16	1	0.8	1	1	0.9
O=C(N/N=C/c1ccc(O)cc1)/C(=C/c1ccccc1)CCO	0.9	3	8	9	-6	1	1.1	-7	0.9	0.9
c1cncc(CSc2nnc3ccc(-c4ccncc4)nn23)c1	1	-3	-7	-2	-6	1	1.1	1	1	1
O=C1c2ccccc2S(=O)(=O)N1CC(O)COc1ccc(Br)cc1 (centres undefined)	0.9	-5	-7	22	10	1.1	0.9	-10	0.8	1
N#Cc1ccc(CSCC(=O)O)cc1	1	-8	-10	8	7	1.1	0.9	0	0.9	1
O=S(=O)(c1cccc(NC(=S)N2CCN(c3ccc(F)cc3)CC2)c1)C(F)F	0.9	3	-1	20	19	1	0.8	2	0.8	0.9

5 compounds from above, showing only Diaph act CS and PMI activator.
SMILES	Diaph act CS	PMI activator
N#Cc1ccc(CSCC(=O)O)cc1	0.9	1
CCC(Oc1ccccc1)C(=O)N1CC(C)CC(C)C1 (centres undefined)	0.9	0.9
O=C(N/N=C/c1ccc(O)cc1)/C(=C/c1ccccc1)CCO	0.9	0.9
FC(F)(F)c1cccc(NC(=S)NNC(=S)NCc2ccccc2)c1	1	0.8
O=S(=O)(c1cccc(NC(=S)N2CCN(c3ccc(F)cc3)CC2)c1)C(F)F	0.8	0.9
